ALOX12 inh: Primary qHTS assay for inhibitors of human arachidonate 12S-lipoxygenase (ALOX12): Round 2 | Polyunsaturated fatty acid lipoxygenase ALOX12 (Homo sapiens), P18054 | purified 12hLO, xylenol orange hydroperoxide absorbance | Potency, µM (highest dose often 108 µM), without a hit: top-dose activity change, negative = inhibition, hits mostly inhibitors | 1.1% of 580,000 active | AID 1671190, 2021; active means well fitted inhibition curve with a large enough effect; inconclusive means small, poorly fitted or top-dose-only effect, or another doubt; inactive means no such curve, though single readings can be large or run the other way; further: potency means the concentration at half of the fitted maximal effect
Target sequence (P18054 whole entry, looked up): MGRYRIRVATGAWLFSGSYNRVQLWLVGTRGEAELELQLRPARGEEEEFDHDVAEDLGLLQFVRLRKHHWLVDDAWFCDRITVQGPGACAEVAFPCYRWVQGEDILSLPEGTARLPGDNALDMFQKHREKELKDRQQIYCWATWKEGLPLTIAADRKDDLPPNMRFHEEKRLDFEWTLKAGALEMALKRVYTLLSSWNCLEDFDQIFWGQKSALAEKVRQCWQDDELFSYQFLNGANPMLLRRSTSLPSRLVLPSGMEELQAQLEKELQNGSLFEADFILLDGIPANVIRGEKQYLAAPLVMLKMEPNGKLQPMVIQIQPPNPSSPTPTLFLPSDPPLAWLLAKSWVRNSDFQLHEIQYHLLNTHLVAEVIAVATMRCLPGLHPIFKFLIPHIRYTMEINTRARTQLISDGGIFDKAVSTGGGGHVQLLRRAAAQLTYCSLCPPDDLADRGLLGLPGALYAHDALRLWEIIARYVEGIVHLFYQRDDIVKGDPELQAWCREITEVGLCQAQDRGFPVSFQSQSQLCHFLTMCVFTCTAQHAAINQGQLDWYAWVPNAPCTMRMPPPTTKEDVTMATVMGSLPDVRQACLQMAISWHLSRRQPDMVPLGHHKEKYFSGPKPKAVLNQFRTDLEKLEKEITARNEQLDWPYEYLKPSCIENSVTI
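Purified human 12hLO (150 nM final) in 25 mM Hepes, 0.01% Triton X-100, pH 7.0 was preincubated 15 min at room temperature with compound. Then 40 uM arachidonic acid was added, 30 min. Hydroperoxide was read by Fe-XO absorbance ratio 573/405 nm.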
LDHA inh: qHTS assay for inhibitors of human lactate dehydrogenase; 0.15% of 480,000 active; L-lactate dehydrogenase A chain (Homo sapiens), P00338; activity change, % (values are at about 110 or 230 µM); purified LDHA, NADH/diaphorase-resazurin fluorescence; active compounds read low; in the data active means activity change below about -30%; inconclusive means mostly about -25% to -30%;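 further: plate controls were DMSO wells for no effect and wells without enzyme for full effect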
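Resorufin fluorescence (ex540/em590), read at 0 and 20 min after diaphorase/resazurin addition, reports the NADH left after a 5 min room-temperature reaction of 2 nM human LDH5 with 0.06 mM NADH and 0.2 mM pyruvate.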
Numbers without * were called inactive; ? = inconclusive; [ ] = another dose, or the depositor's remark. Unless noted, on the % scale 0 is the no-effect control and ±100 the full control effect. An excerpt, so the mix of outcomes need not match the whole.

Cc1ccc(C2SCC(=O)Nc3c2c(C)nn3-c2ccccc2)cc1 (stereo not given)
  ALOX12 inh = ?
  LDHA inh = 1
CC(C)NC(=O)NC(=O)CCl
  ALOX12 inh = ?
  LDHA inh = 4
O=[N+]([O-])/C=C\c1ccc2c(c1)OCO2
  ALOX12 inh = 11µM*
  LDHA inh = 8
Cc1c(CC(=O)N2CCN(CCc3ccccn3)CC2)c(=O)oc2cc(O)ccc12
  ALOX12 inh = -29%
  LDHA inh = 2
COc1cccc(CNCCc2ccccc2)c1
  ALOX12 inh = -60%
  LDHA inh = -1
CCOc1ccc(/C=C(\C)[N+](=O)[O-])cc1
  ALOX12 inh = ?
  LDHA inh = -2
CCc1ccc(NC(=O)CN2C(=O)CN=C(c3ccc(OC)cc3)c3c2sc2c3CCC2)cc1
  ALOX12 inh = -9%
  LDHA inh = 2
N#CCC1CN2CCC1C(c1ccccc1)C2 (stereo not given)
  ALOX12 inh = ?
  LDHA inh = 2
Cn1cc(C(=O)OCC(=O)NC(=O)NC(C)(C)C)c2ccccc21
  ALOX12 inh = 9%
  LDHA inh = 7
CN1CCN(c2ccc([N+](=O)[O-])c3cnccc23)CC1
  ALOX12 inh = -55%
  LDHA inh = 11
O=Cc1cccc2ccccc12
  ALOX12 inh = -26%
  LDHA inh = 69
O=c1oc2ccccc2c(O)c1C(c1ccccc1)c1c(O)c2ccccc2oc1=O
  ALOX12 inh = ?
  LDHA inh = -10
CCOC(=O)c1c(C)n(C2CCCC2)c2ccc(O)cc12
  ALOX12 inh = 9%
  LDHA inh = -5
CCCOc1ccccc1CCN
  ALOX12 inh = 12%
  LDHA inh = -2
C=CCCC[C@@H]1OC(=O)CNC(=O)C([C@@H](C)CC)NC(=O)[C@@H]2CCCN2C(=O)C([C@@H](C)CC)OC(=O)[C@H](Cc2ccccc2)N(C)C(=O)[C@H](C(C)C)NC(=O)C1(C)C (stereo not given in full)
  ALOX12 inh = -1%
  LDHA inh = -2
O=C(O)c1cc(Cl)c(O)c(Cl)c1
  ALOX12 inh = 0%
  LDHA inh = -3
COc1ccc(-n2nnnc2C(c2ccnc3ccccc23)N2CCC3(CC2)C(=O)NCN3c2ccccc2)cc1 (stereo not given)
  ALOX12 inh = ?
  LDHA inh = -4
CCOC(=O)[C@]12Cc3cc(OC)ccc3[C@H]1N(CC(=O)OC)C(=O)c1ccccc12
  ALOX12 inh = ?
  LDHA inh = 5
CCCCn1c(C)c(C(=O)OCC)c2cc(OC(C)=O)ccc21
  ALOX12 inh = 26%
  LDHA inh = 8
Cc1ccc(-n2nc(C)c3c2NC(=O)CSC3c2ccsc2)cc1Cl (stereo not given)
  ALOX12 inh = -17%
  LDHA inh = 0
Cc1nn(-c2ncnc3nc[nH]c23)c2c1C(c1ccc(F)c(F)c1)SCC(=O)N2 (stereo not given)
  ALOX12 inh = 4%
  LDHA inh = 0
O=C(O)CSC(c1ccccc1)c1ccc(Cl)cc1 (stereo not given)
  ALOX12 inh = ?
  LDHA inh = 1
NNCc1cccnc1
  ALOX12 inh = ?
  LDHA inh = 1
CC(C)C(C)NC(=O)COC(=O)c1cn(C)c2ccccc12 (stereo not given)
  ALOX12 inh = ?
  LDHA inh = -7
CCOC(=O)C1=C(C)OC(N)=C(C(=O)OC(C)C)C12C(=O)Nc1ccc(Br)cc12 (stereo not given)
  ALOX12 inh = ?
  LDHA inh = -4

CCOc1ccc2c(c1)c(C(C)=O)c(C)n2Cc1ccccc1
  ALOX12 inh = 10%
  LDHA inh = 7
CCOc1ccccc1NC(=O)c1cn(CC)c2ccccc12
  ALOX12 inh = -8%
  LDHA inh = -4
Clc1cccc(N2Cc3cc(-c4ccccc4)ccc3-n3nncc3C2)c1
  ALOX12 inh = -55%
  LDHA inh = -6
O=c1oc2ccccc2c(O)c1C(c1cccc(O)c1)c1c(O)c2ccccc2oc1=O
  ALOX12 inh = ?
  LDHA inh = -2
COc1cccc(C(c2nnnn2-c2ccc3c(c2)OCCO3)N2CCC3(CC2)C(=O)NCN3c2ccccc2)c1OC (stereo not given)
  ALOX12 inh = -23%
  LDHA inh = -12
COc1ccc(C(c2nnnn2C2CCCC2)N2CCC3(CC2)C(=O)NCN3c2ccccc2)cc1 (stereo not given)
  ALOX12 inh = -7%
  LDHA inh = -1
NC(Cc1ccc(F)cc1)c1ccccc1 (stereo not given)
  ALOX12 inh = 34%[activator]
  LDHA inh = -3
COc1ccc(-c2ccc3c(c2)CN(CC(C)C)Cc2cnnn2-3)cc1
  ALOX12 inh = -20%
  LDHA inh = -4
CC(=O)c1c(C)[nH]c(C(=O)C(C)NC(C)c2ccc(Cl)cc2Cl)c1C (stereo not given)
  ALOX12 inh = 1%
  LDHA inh = -1
COc1ccc(-n2nnnc2C(c2cccs2)N2CCC(n3c(=O)[nH]c4ccccc43)CC2)cc1 (stereo not given)
  ALOX12 inh = -34%
  LDHA inh = -9
C/C=C/C1(NCCc2ccccc2)CCCCC1
  ALOX12 inh = 53%[activator]
  LDHA inh = 1
N#Cc1c(N)[n+]([O-])c2ccccc2[n+]1[O-]
  ALOX12 inh = ?
  LDHA inh = 1
Cc1ccccc1CC(=O)N1CCN(C(C)c2nc(C3CC3)no2)CC1 (stereo not given)
  ALOX12 inh = -7%
  LDHA inh = -6
Clc1cccc(-c2ccc(CNC3CN4CCC3CC4)o2)c1 (stereo not given)
  ALOX12 inh = ?
  LDHA inh = 1
COc1ccc(-n2nc(C)c3c2NC(=O)CSC3c2cccc(O)c2)cc1 (stereo not given)
  ALOX12 inh = -64%
  LDHA inh = 11
Cn1cc(C(=O)Cn2cnc3ccccc32)c2ccccc21
  ALOX12 inh = 37%[activator]
  LDHA inh = 3
Cc1noc(C)c1C1SCC(=O)Nc2c1c(C)nn2-c1ccccc1 (stereo not given)
  ALOX12 inh = ?
  LDHA inh = -21
COc1ccc(-n2nnnc2C(c2ccccc2)N2CCC(n3c(=O)[nH]c4ccccc43)CC2)cc1 (stereo not given)
  ALOX12 inh = ?
  LDHA inh = -14
CCC(=O)[C@@H](C)[C@@H](O)[C@H](C)C[C@@H](C)C1OC(=O)C[C@@]2(O)CC=C(C)C(O2)C(C)=CCCC[C@H](O[C@H]2C[C@@H](OC(N)=O)[C@H](O)[C@@H](C)O2)C=C[C@H](C)C[C@H]1C (stereo not given in full)
  ALOX12 inh = 13%
  LDHA inh = 0
Cc1c(CC(=O)N2CCN(C(c3ccccc3)c3ccccc3)CC2)c(=O)oc2cc(O)ccc12
  ALOX12 inh = 6%
  LDHA inh = 16
Cc1[nH]nc2c1C(c1ccc(-c3ccccc3Cl)o1)SCC(=O)N2 (stereo not given)
  ALOX12 inh = 8%
  LDHA inh = 4
CCOC(=O)[C@]12Cc3cc(OC)ccc3[C@H]1N(Cc1ccccc1)C(=O)c1cc(OC)ccc12
  ALOX12 inh = 6%
  LDHA inh = 2
Cc1ccc(CN2CCN(Cc3ccc(F)cc3)CC2)cc1
  ALOX12 inh = ?
  LDHA inh = 9
O=[N+]([O-])/C=C\c1c[nH]c2ccccc12
  ALOX12 inh = 33%
  LDHA inh = 5
COc1ccc(C2=NCC(=O)N(CC(=O)Nc3ccc(F)cc3F)c3sc4c(c32)CCC4)cc1
  ALOX12 inh = -14%
  LDHA inh = 3

6 entries from above, in CSV form:
smiles,ALOX12 inh,LDHA inh
COc1cccc(C(c2nnnn2-c2ccc3c(c2)OCCO3)N2CCC3(CC2)C(=O)NCN3c2ccccc2)c1OC (stereo not given),-23%,-12
CC(=O)c1c(C)[nH]c(C(=O)C(C)NC(C)c2ccc(Cl)cc2Cl)c1C (stereo not given),1%,-1
C/C=C/C1(NCCc2ccccc2)CCCCC1,53%[activator],1
Cc1c(CC(=O)N2CCN(C(c3ccccc3)c3ccccc3)CC2)c(=O)oc2cc(O)ccc12,6%,16
Cc1ccc(CN2CCN(Cc3ccc(F)cc3)CC2)cc1,?,9
Clc1cccc(-c2ccc(CNC3CN4CCC3CC4)o2)c1 (stereo not given),?,1

Compound profiles, as listed above.
CCOc1ccccc1NC(=O)c1cn(CC)c2ccccc12 as listed: ALOX12 inh: -8%; LDHA inh: -4
Cc1c(CC(=O)N2CCN(C(c3ccccc3)c3ccccc3)CC2)c(=O)oc2cc(O)ccc12 as listed: ALOX12 inh: 6%; LDHA inh: 16

Other entries follow.
CC(Cc1ccco1)NCc1cc2ccccc2o1 (stereo not given)
  ALOX12 inh = ?
  LDHA inh = 10
CC(N)C(=O)c1ccccc1 (stereo not given)
  ALOX12 inh = -36%
  LDHA inh = -5
Cc1ccc(CN(CCc2ccccc2)Cc2ccccc2)o1
  ALOX12 inh = ?
  LDHA inh = 3
COc1ccccc1C1SCC(=O)Nc2c1c(C)nn2C (stereo not given)
  ALOX12 inh = 14%
  LDHA inh = -15
N/C(=N\N=C\c1ccccc1F)N[N+](=O)[O-]
  ALOX12 inh = -11%
  LDHA inh = -6
CCOc1cc(CN2CCN(C(=O)COc3ccc4ccccc4c3)CC2)ccc1OC
  ALOX12 inh = -43%
  LDHA inh = 10
COc1ccc2c(c1)c(C(=O)NC(C)CCC(C)C)c(C)n2C1CC1 (stereo not given)
  ALOX12 inh = ?
  LDHA inh = 5
O=C(O)c1cncc(O)c1
  ALOX12 inh = ?
  LDHA inh = 0
COc1ccc(-c2ccc3c(c2)CN(C(=O)CCc2ccccc2)Cc2cnnn2-3)cc1
  ALOX12 inh = -21%
  LDHA inh = -2
Nc1ccc(CC(N)c2csc(Nc3ncccn3)n2)cc1 (stereo not given)
  ALOX12 inh = 8%
  LDHA inh = 2
O=[N+]([O-])/C=C/c1ccc(Cl)cc1
  ALOX12 inh = ?
  LDHA inh = -4
CCOC(=O)c1c(C)n(Cc2ccccc2)c2ccc(OC)cc12
  ALOX12 inh = 12%
  LDHA inh = -23
NCCc1cccs1
  ALOX12 inh = 79%[activator]
  LDHA inh = 1
C=CCNC(=O)CSC(c1ccc(F)cc1)c1ccc(F)cc1
  ALOX12 inh = 5%
  LDHA inh = 5
O=C1NCN(c2ccccc2)C12CCN(C(c1ccccc1OC(F)(F)F)c1nnnn1C1CCCCC1)CC2 (stereo not given)
  ALOX12 inh = ?
  LDHA inh = 1
O=C(O)CCS(=O)(=O)C(Cl)Cl
  ALOX12 inh = -9%
  LDHA inh = 1
CC12CCC3C(CCC4C/C(=N\O)CCC43C)C1CCC2O (stereo not given)
  ALOX12 inh = 2%
  LDHA inh = 6
CCOC(=O)C1=C(N)OC(C)=C(C(C)=O)C12C(=O)Nc1ccccc12 (stereo not given)
  ALOX12 inh = -33%
  LDHA inh = -22
Cc1nn(-c2ccccc2)c2c1C(c1cnn(C)c1C)SCC(=O)N2 (stereo not given)
  ALOX12 inh = 27%
  LDHA inh = -19
CC(=O)OC1CCC2(C)C3CCC4(C)C(=O)CCC4C3CC[C@H]2C1 (stereo not given in full)
  ALOX12 inh = -9%
  LDHA inh = 4
Cc1cc(C(=O)OCC(=O)Nc2ccccc2Br)c(C)n1C(C)C
  ALOX12 inh = -6%
  LDHA inh = 6
CCCCn1nnnc1C(c1ccccc1)N1CCC2(CC1)C(=O)NCN2c1ccccc1 (stereo not given)
  ALOX12 inh = -3%
  LDHA inh = -8
CCOc1ccc(CNCCc2c[nH]c3ccccc23)cc1OCC
  ALOX12 inh = -27%
  LDHA inh = 0
N#Cc1ccc(NC(=O)CN2CCc3sccc3C2c2cccs2)cc1Cl (stereo not given)
  ALOX12 inh = 14%
  LDHA inh = 10
CC12CCC3C(CCC4=CC(=O)CCC43C)C1CCC2=O (stereo not given)
  ALOX12 inh = -28%
  LDHA inh = 7

Three entries from above, with values under each structure.
Every second line gives: ALOX12 inh | LDHA inh
- C/C=C/C1(NCCc2ccccc2)CCCCC1
→ 53%[activator] | 1
- CCOC(=O)c1c(C)n(C2CCCC2)c2ccc(O)cc12
→ 9% | -5
- COc1ccc(-n2nnnc2C(c2ccccc2)N2CCC(n3c(=O)[nH]c4ccccc43)CC2)cc1 (stereo not given)
→ ? | -14

Next compounds.
CC(C)C12CN3CN(C1)CC(C(C)C)(C3)C2=O
  ALOX12 inh = 0%
  LDHA inh = 3
CCCCn1nnnc1C(c1ccc(OC)cc1)N1CCC2(CC1)C(=O)NCN2c1ccccc1 (stereo not given)
  ALOX12 inh = -27%
  LDHA inh = -2
FC(F)(F)c1ccc(-c2ccc3c(c2)CNCc2cnnn2-3)cc1
  ALOX12 inh = 4%
  LDHA inh = -9
CCN(CC)C(=O)c1ccc(NC(=O)c2cc3ccc(OC)cc3nc2C)cc1
  ALOX12 inh = -10%
  LDHA inh = 1
COc1cccc(CNCCc2ccc(Cl)cc2)c1
  ALOX12 inh = ?
  LDHA inh = -4
C/C(=N/NC(N)=S)c1ccc(Cl)cc1
  ALOX12 inh = ?
  LDHA inh = 3
